Source: PubChem BioAssay
Giardia FBPA inh: qHTS Assay for Inhibitors of Fructose-1,6-bisphosphate Aldolase from Giardia Lamblia; A8B2U2; purified Giardia FBPA; Potency, µM (highest dose often 59.6 µM), for inactives: at the highest dose activity, negative = inhibition, usual class: inhibitors; actives 0.71% (n = 290,000); AID 2451, 2010; note: potency is the fitted concentration of half-maximal effect; % is set by controls: 0 for no effect and ±100 for the full control effect; nearly all actives have a fitted effect of over 55% in size
Target sequence (A8B2U2 whole entry, looked up): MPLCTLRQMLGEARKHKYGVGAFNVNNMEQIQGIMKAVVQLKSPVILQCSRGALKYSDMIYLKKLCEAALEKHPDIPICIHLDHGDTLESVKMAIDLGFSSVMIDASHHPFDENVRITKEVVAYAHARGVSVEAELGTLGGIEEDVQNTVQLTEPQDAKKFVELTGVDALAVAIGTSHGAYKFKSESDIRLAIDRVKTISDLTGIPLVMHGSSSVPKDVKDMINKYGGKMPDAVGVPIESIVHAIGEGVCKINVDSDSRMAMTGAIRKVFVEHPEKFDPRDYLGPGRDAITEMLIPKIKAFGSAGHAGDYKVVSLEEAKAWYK
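Giardia FBPA (40 nM reagent) was preincubated 10 min at RT with compound (up to 57.5 uM final), then substrate plus GAPDH/TPI/NAD/arsenate coupling system with diaphorase/resazurin was added; resorufin fluorescence (525/598 nm) was read after 20 min.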
HCV inhibitor: qHTS Assay for Inhibitors of Hepatitis C Virus (HCV) | Huh7.5.1 HCVcc-Cre infection, luciferase reporter, 44 h | Potency, µM (highest dose often 41.8 µM), for inactives: at the highest dose activity change, negative = inhibition, most hits filed as inhibitors | actives 3.4% (n = 340,000) | AID 651820, 2012; note: potency is the fitted concentration of half-maximal effect; % is set by controls: 0 for no effect and ±100 for the full control effect
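Compounds are dispensed onto cells plated 4 h earlier at 1,000 per well, with HCVcc-Cre virus (about 0.5 moi) added next. Following 44 h of culture, luminescent signal is measured for 15 sec after 15 min with substrate at room temperature.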
Cycloheximide cs: Cycloheximide Counterscreen for Small Molecule Inhibitors of Shiga Toxin; cell reporter, cycloheximide protein synthesis inhibition counterscreen; max response, %; actives 12% (n = 300,000); in the data active = max response mostly above about 13%, no sharp cut-off; inactive = mostly below about 14%; note: read at 38.3 µM for the half of the compounds with a filed dose; 0% is about no effect
Pf growth 96h: Primary qHTS for delayed death inhibitors of the malarial parasite plastid, 96 hour incubation. P. falciparum luciferase reporter growth, 96 h. actives 6.9% (n = 320,000). Potency, µM (series often up to 28.7 µM), for the others: at the highest dose activity change, negative = inhibition, actives largely listed as inhibitors; note: potency is the fitted concentration of half-maximal effect; % is set by controls: 0 for no effect and ±100 for the full control effect
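96 h incubation, 37 C, 5% CO2, of luciferase-reporter P. falciparum-infected RBCs (2% hematocrit, 0.05% parasitemia final) with test compounds; endpoint luminescence.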
Pf growth 48h: Primary qHTS for delayed death inhibitors of the malarial parasite plastid, 48 hour incubation | actives 5.9% (n = 310,000) | Potency, µM (titrated, usually from 28.7 µM), for inactives: at the top dose activity change, negative = inhibition, hits mostly inhibitors | P. falciparum luciferase growth in erythrocytes, 48 h; note: potency is the fitted concentration of half-maximal effect; % is set by controls: 0 for no effect and ±100 for the full control effect
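Firefly luciferase activity from engineered P. falciparum reports growth; inhibitors lower the luminescent signal. Cultures contained 2% hematocrit erythrocytes at 0.1% final parasitemia.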
Shiga toxin inh: A qHTS for Small Molecule Inhibitors of Shiga Toxin; Vero cells, Shiga toxin protein synthesis inhibition reporter; inhibition, % at 38.7 µM; actives 9.2% (n = 290,000); AID 2315, 2010; in the data active = inhibition mostly above about 28%, no sharp cut-off; inactive = mostly below about 43%; note: 0% is about no effect
* hit, by the source's call; ? = inconclusive; . = not tested or not shown; [ ] = remark or other dose. Unless noted, calls come from the whole dose curve; as a rule, active = well fitted curve in the direction sought with a large enough effect; inconclusive = small, poorly fitted or top-dose-only effect, or another doubt; inactive = no such curve, though single readings can be large; an effect the other way counts as inactive or inconclusive.

SMILES	Giardia FBPA inh	HCV inhibitor	Cycloheximide cs	Pf growth 96h	Pf growth 48h	Shiga toxin inh
CC1=NN(C(=O)c2ccc(Cn3nc(C)c([N+](=O)[O-])c3C)cc2)C(O)(C(F)(F)F)C1 (configuration not stated)	-0.3%	.	-5.5	?	.	-20.6
N=C1c2ccccc2CN1NC(=O)c1cccc(S(=O)(=O)N2CCOCC2)c1	3.8%	-0.9%	-2.5	-19.3%	16.0%	-16.6
CCN(CC(=O)Nc1ccc(NC(C)=O)cc1)C(=O)c1cn(-c2ccccc2)nc1-c1cccs1	.	-0.8%	.	-18.6%	?	.
CC(=O)c1ccc(N2CCN(S(=O)(=O)c3ccc4c(c3)CC(C)N4C(=O)C3CC3)CC2)cc1 (configuration not stated)	.	3.55µM*	-1.3	?	7.38µM*	-4.0
O=C(COC(=O)c1cc(=O)c2ccccc2o1)NCC1CCCCC1	0.7%	4.7%	-0.6	16.7%	-5.0%	-3.9
CCC(=O)NC(O)C(=O)c1ccc(C)cc1 (configuration not stated)	-0.1%	-4.8%	-1.9	.	-0.3%	23.4
CCN1C=CC2=C(C#N)C(N)C(C#N)(C#N)C(c3ccccc3C(F)(F)F)C2C1 (configuration not stated)	0.8%	-13.4%	-1.8	?	2.94µM*	-13.7
CCOc1ccc(NC(=O)CC2C(=O)NCCN2C(=O)Nc2ccccc2)cc1 (configuration not stated)	4.1%	20.9%	-2.2	14.7µM*	4.9%	7.8
OC(CNCc1ccccc1C(F)(F)F)C(F)(F)F (configuration not stated)	-1.0%	8.2%	5.8	0.0%	10.6%	-9.9
COc1ccc(OC)c(S(=O)(=O)N2CCC(C(=O)N3CCN(Cc4ccccc4)CC3)CC2)c1	2.4%	?	-3.9	.	-5.3%	-6.2

Quoted at random: three compounds from above.
SMILES	Giardia FBPA inh	HCV inhibitor	Cycloheximide cs	Pf growth 96h	Pf growth 48h	Shiga toxin inh
OC(CNCc1ccccc1C(F)(F)F)C(F)(F)F (configuration not stated)	-1.0%	8.2%	5.8	0.0%	10.6%	-9.9
CCC(=O)NC(O)C(=O)c1ccc(C)cc1 (configuration not stated)	-0.1%	-4.8%	-1.9	.	-0.3%	23.4
CCN(CC(=O)Nc1ccc(NC(C)=O)cc1)C(=O)c1cn(-c2ccccc2)nc1-c1cccs1	.	-0.8%	.	-18.6%	?	.

Next part
SMILES	Giardia FBPA inh	HCV inhibitor	Cycloheximide cs	Pf growth 96h	Pf growth 48h	Shiga toxin inh
O=S(=O)(CC(CN1CCCC1)N1CCCC1)c1ccc2ccccc2c1 (configuration not stated)	5.1%	10µM*	1.8	4.15µM*	?	3.0
NNC(=O)CNC(c1ccccc1)c1cc(Br)ccc1NC(=O)CCN1CCOCC1 (configuration not stated)	1.3%	?	12.3	9.28µM*	11.7µM*	2.8
COc1ccc(S(=O)(=O)NNC(=O)Nc2ccc(C)cc2)c(OC)c1	.	1.4%	0.9	16.2%	-0.8%	-6.0
CC(=O)Nc1cccc(-n2nnc(SCC(N)=O)n2)c1	2.9%	-11.1%	-0.9	15.1%	18.3%	-3.3
Nc1ccccc1-c1nnc(SCc2ccccc2Cl)[nH]c1=O	10.2%	4.2%	17.0	.	?	48.3
O=C(CCC1CCCCC1)Nc1c2c(nn1-c1ccc(F)cc1)CS(=O)C2 (configuration not stated)	0.9%	10.5%	2.8	-15.3%	.	14.8
COc1cc(C)ccc1OCCON1C(=O)CCC1=O	-0.2%	16.7%	31.6*	-7.7%	20.0%	55.3
CCN(CC)C(=O)C1CCCN(c2ccc([N+](=O)[O-])cc2/C=N/NC(=O)c2cccc([N+](=O)[O-])c2)C1 (configuration not stated)	-7.2%	?	-2.0	10.4µM*	?	-3.0
O=c1[nH]c2cc3c(cc2cc1CN(Cc1ccco1)C(=S)NCCCN1CCOCC1)OCCO3	-10.9%	-1.7%	-3.3	10.8%	14.5%	8.4
O=C(Cn1ncc2c([nH]c3ccccc32)c1=O)NCC1CCN(Cc2ccccc2F)CC1	-4.2%	5.6%	-2.0	9.28µM*	1.2%	-0.2

Remaining list, next part
SMILES	Giardia FBPA inh	HCV inhibitor	Cycloheximide cs	Pf growth 96h	Pf growth 48h	Shiga toxin inh
COc1ccc(C)cc1NC(=O)c1cnc2sccn2c1=O	3.1%	-18.0%	-3.1	?	32.0%[activator]	10.6
COc1cc(OC)c(NC(=O)CC(=O)Nc2cc(Cl)c(OC)cc2OC)cc1Cl	9.0%	-23.5%	4.6	0.0%	-22.7%	.
OC(CNc1ccccc1)Cn1ccc2ccccc21 (configuration not stated)	17.7µM*	8.4%	-1.6	-7.0%	-17.2%	3.8
CCOC(=O)C1CCCN(CCC(=O)Nc2ccc(C)c(C)c2)C1 (configuration not stated)	-3.4%	-17.9%	1.5	52.3%[activator]	?	-1.3
COC(=O)c1cccc(NC(=S)Nc2cccc(Cl)c2C)c1	-5.8%	-3.7%	-2.4	-8.2%	46.8%[activator]	-6.0
CC(=O)O[C@@]12CO[C@@H]1C[C@H](O)[C@@]1(C)C(=O)[C@H](O)C3=C(C)[C@@H](O)C[C@@](O)([C@@H](OC(=O)c4ccccc4)C12)C3(C)C (some centres not stated)	17.4%	?	-1.0	?	9.4%	1.8
Cc1cccc(-n2c(C)nc3cc(C(=O)N4CCC5(CC4)OCCO5)ccc32)c1	3.2%	-4.5%	-1.8	?	11.0%	13.6
C=CCSc1nnc(NC(=O)c2cccc(S(=O)(=O)N3CCOCC3)c2)s1	?	-1.6%	1.0	8.0%	?	8.7
CCO[C@@H]1OC(C(=O)N2CCOCC2)=C[C@H](c2ccc(Br)cc2)[C@H]1CCCO	-3.4%	4.2%	1.0	?	?	-17.2
Cc1cccc(NCc2nc3ccccc3n2Cc2ccccc2)c1	-8.3%	-22.8%	12.2	?	.	14.9

In the list so far, these have bromine.
SMILES	Giardia FBPA inh	HCV inhibitor	Cycloheximide cs	Pf growth 96h	Pf growth 48h	Shiga toxin inh
NNC(=O)CNC(c1ccccc1)c1cc(Br)ccc1NC(=O)CCN1CCOCC1 (configuration not stated)	1.3%	?	12.3	9.28µM*	11.7µM*	2.8
CCO[C@@H]1OC(C(=O)N2CCOCC2)=C[C@H](c2ccc(Br)cc2)[C@H]1CCCO	-3.4%	4.2%	1.0	?	?	-17.2

Continued:
SMILES	Giardia FBPA inh	HCV inhibitor	Cycloheximide cs	Pf growth 96h	Pf growth 48h	Shiga toxin inh
CCOc1ccc(NC(=O)CSc2ncn[nH]2)c([N+](=O)[O-])c1	-0.2%	1.8%	-2.9	35.5%[activator]	7.1%	-4.6
CC(=O)c1ccc(OC(NC(=O)c2ccco2)C(Cl)(Cl)Cl)cc1 (configuration not stated)	-5.8%	6.5%	-3.6	-27.6%	2.1%	-19.8
CCOC(=O)c1c(NC(C)=O)sc(C(=O)NC2CCCC2)c1C	10.6%	-14.5%	-6.4	?	19.7%	-6.9
CCOc1ccccc1NC(=O)c1nc(-c2ccccc2)oc1C	-6.4%	-27.5%	6.0	?	-17.7%	20.6
COc1ccc(OC)c(S(=O)(=O)N2c3ccccc3CC2C)c1 (configuration not stated)	-4.2%	?	-2.8	?	-29.3%	-2.7
O=C(NC1CCCC1)C(c1ccc(N2CCOCC2)cc1)N(Cc1ccco1)C(=O)c1ccco1 (configuration not stated)	7.3%	6.9%	13.9	.	?	-18.2
O=C(Nc1ccc(S(=O)(=O)NC2CCCCC2)cc1)c1ccco1	11.9%	-9.8%	0.6	?	?	-6.0
O=C(CSc1cccc(C(F)(F)F)c1)NC(=O)c1ccccc1	-0.7%	5.7%	-2.8	-10.5%	23.4%	13.1
COc1ccc(Cl)cc1NC(=O)C(C)N1CCN(C/C=C/c2ccccc2)CC1 (configuration not stated)	?	?	-1.0	11.7µM*	.	-6.4
CC(C)C1CCC(C(=O)N[C@H](Cc2ccccc2)C(=O)O)CC1 (some centres not stated)	29.4%	.	-1.8	.	.	0.6

Remaining list, next part:
SMILES	Giardia FBPA inh	HCV inhibitor	Cycloheximide cs	Pf growth 96h	Pf growth 48h	Shiga toxin inh
O=C(CSc1nnc(Cc2cccs2)n1-c1ccc(Cl)cc1)NCc1ccc2c(c1)OCO2	10.1%	-9.6%	8.4	7.38µM*	0.928µM*	23.3
Cc1nnc(C)n1/N=C/c1cccc(Oc2ccccc2)c1	-0.9%	11.4%	6.4	20.4%	?	-8.6
NC(=O)NC(=O)c1nccnc1C(=O)O	-22.5%	9.0%	-2.3	100.7%[activator]	20.4%	-5.1
CC(=O)c1ccc(S(=O)(=O)N(C)CC(=O)NCC2CCCCC2)cc1	1.3%	5.5%	10.7	7.0%	91.8%[activator]	53.4*
CN(c1ccccc1)S(=O)(=O)c1cccc(NC(=O)CN2CCCc3ccccc32)c1	-13.8%	?	1.7	?	148.8%[activator]	28.0
COc1ccc(C(=O)C2CCCN(C(=O)/C=C/c3cnc[nH]3)C2)c(C)c1 (configuration not stated)	.	15.5%	11.8	35.9%[activator]	5.8%	10.0
CCn1nnnc1SCC(=O)c1ccc2c(c1)OCCO2	.	9.1%	51.8*	47.5%[activator]	117.6%[activator]	113.4*
CCOC(=O)c1sc(NC(=O)CSCc2c(C)noc2C)nc1C	.	?	.	?	10.4µM*	.
CCc1ccccc1NC(=S)N(CCN(C)C)Cc1cccs1	5.7%	-9.1%	-2.4	?	1.6%	-17.4
COc1cccc(C2CC(c3ccc(C(C)C)cc3)n3nc(N)nc3N2)c1 (configuration not stated)	-5.9%	0.5%	-1.3	14.5%	.	-13.7

More structures.
SMILES	Giardia FBPA inh	HCV inhibitor	Cycloheximide cs	Pf growth 96h	Pf growth 48h	Shiga toxin inh
O=C(CCCN1C(=O)c2ccccc2C1=O)NCCCn1ccnc1	2.9%	21.2%	-3.4	11.1%	-14.7%	-15.5
COC(=O)c1c(C(=O)OC)c(-c2ccc(C(C)(C)C)cc2)n2c1CS(=O)C2 (configuration not stated)	-0.4%	1.1%	11.2	?	10.4µM*	-9.3
COc1ccc(CCN(C(=O)C(F)(F)F)C(C(=O)NC2CCCCC2)c2ccc(C)s2)cc1 (configuration not stated)	6.5%	-12.1%	-4.3	8.28µM*	?	-2.6
Cc1ccc(C2CC(c3cccc(C)c3)n3nc(N)nc3N2)cc1 (configuration not stated)	6.5%	16.8%	-2.6	?	-3.0%	-5.0
COC(=O)C1=C(C)N2C(=O)CSC2=NC1c1ccc2c(c1)OCO2 (configuration not stated)	0.5%	26.3%	1.0	.	?	-21.2
O=C(c1cccc(F)c1)N1CCC(N2CCCCCC2)CC1	-23.1%	8.2%	-7.1	-13.4%	.	-11.5
Cn1c(SCCCC(=O)c2ccc(Br)cc2)nnc1-c1ccncc1	6.9%	?	-2.2	8.28µM*	.	7.7
COc1ccc(C2=NOC(Cn3nc(C(=O)NCc4ccco4)cc3-c3ccccc3)C2)cc1 (configuration not stated)	.	?	.	10.4µM*	13.1µM*	.
CC(=O)c1ccc(Nc2cc(C)nc3ccc(C)cc23)cc1	5.1%	?	10.0	3.5%	3.7µM*	14.8
Cc1ccccc1C(=O)N1CCC(C(=O)Nc2ccc(S(=O)(=O)N(C)C(C)C)cc2)CC1	-0.9%	-21.9%	5.0	.	9.28µM*	24.6
